AmpC inh detg – qHTS Inhibitors of AmpC Beta-Lactamase (assay with detergent); P00811; AmpC hydrolysis of nitrocefin, absorbance 480 nm, 0.01% Triton; Potency, µM (highest dose often 114 µM), without a hit: at the top dose activity change, negative = inhibition, most hits filed as inhibitors; 0.041% of 370,000 active;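 also: potency is read from the fitted curve at half-maximal effect; 0% = no-compound wells and -100% = no-enzyme wells; nearly all actives have a fitted effect of over 25% in size; some results filed as inactive show a strong effect at the top dose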
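AmpC (5.3 nM in the dispensed reagent) in 20 mM phosphate pH 7.0 with 0.01% (detergent screen) or 0.0001% Triton X-100 was preincubated with compounds for 15 min at room temperature. Nitrocefin was then added from an 800 uM solution, and hydrolysis was followed at 480 nm.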
Giardia FBPA inh – qHTS Assay for Inhibitors of Fructose-1,6-bisphosphate Aldolase from Giardia Lamblia. Potency, µM (titrated, usually from 59.6 µM), inactives show at the top dose activity, negative = inhibition, most hits filed as inhibitors. AID 2451, 2010. purified Giardia FBPA. 0.71% of 290,000 active; also: potency is read from the fitted curve at half-maximal effect; nearly all actives have a fitted effect of over 55% in size
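Giardia FBPA (40 nM reagent) was preincubated 10 min at RT with compound (up to 57.5 uM final), then substrate plus GAPDH/TPI/NAD/arsenate coupling system with diaphorase/resazurin was added; resorufin fluorescence (525/598 nm) was read after 20 min.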
AmpC no deterg – qHTS Inhibitors of AmpC Beta-Lactamase (assay without detergent); AmpC nitrocefin hydrolysis, absorbance 480 nm, 0.0001% Triton; P00811; Potency, µM (titrated, usually from 57.1 µM), inactives show at the top dose activity change, negative = inhibition, hits mostly inhibitors; 0.52% of 330,000 active;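 also: potency is read from the fitted curve at half-maximal effect; plate controls were no compound for no effect and no enzyme for full effect; nearly all actives have a fitted effect of over 20% in size; some results filed as inactive show a strong effect at the top dose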
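AmpC (5.3 nM in the dispensed reagent) in 20 mM phosphate pH 7.0 with 0.01% (detergent screen) or 0.0001% Triton X-100 was preincubated with compounds for 15 min at room temperature. Nitrocefin was then added from an 800 uM solution, and hydrolysis was followed at 480 nm.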
HCV inh – qHTS Assay for Inhibitors of Hepatitis C Virus (HCV). Huh7.5.1 HCVcc-Cre infection, luciferase reporter, 44 h. Potency, µM (titrated, usually from 41.8 µM), for inactives: top-dose activity change, negative = inhibition, usual class: inhibitors. 3.4% of 340,000 active; also: potency is read from the fitted curve at half-maximal effect
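A cell-based infection assay in which seeded cells (1,000 per well) receive test compound after 4 h, are inoculated with HCVcc-Cre at approximately 0.5 moi, and are incubated 44 h before luminescence detection.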
HCMV antiviral – qHTS Assay for inhibitors of the human cytomegalovirus (HCMV); HFF cells, HCMV-luciferase reporter, 72 h; active compounds read low; 4.5% of 410,000 active; AID 1259415, 2018; activity change, negative = inhibition, % at 57.5 µM; in the data active = activity change below about -60%; inconclusive = no clear call, values can overlap the other calls; inactive = above about -39%
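Inhibition of viral replication was scored as loss of reporter luminescence in HFFs infected with HCMV-luciferase (MOI 1 PFU/cell) for 72 h; compounds tested at 2 doses, normalized to buffer and Salinomycin controls.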
Sm TGR inh – qHTS Assay for the Inhibitors of Schistosoma Mansoni Peroxiredoxins; purified TGR, DTNB reduction, TNB absorbance 405 nm; Potency, µM (series often up to 114 µM), for the others: at the top dose activity change, negative = inhibition, hits mostly inhibitors; 3% of 360,000 active; AID 485364, 2010; also: potency is read from the fitted curve at half-maximal effect; nearly all actives have a fitted effect of over 60% in size
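Kinetic colorimetric format: TGR-catalysed, NADPH-driven DTNB reduction monitored via TNB absorbance. Enzyme dispensed at 20 nM; compound exposure 15 min at room temperature before reaction start.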
An asterisk follows results filed as active; ? = inconclusive; · = not tested or not shown; [ ] = remark or other dose. Unless noted, calls follow the shape of the dose curve; as a rule, active = well fitted curve in the direction sought with a large enough effect; inconclusive = small, poorly fitted or top-dose-only effect, or another doubt; inactive = no such curve, though single readings can be large; an effect the other way counts as inactive or inconclusive. Unless noted, % is scaled to controls: 0 for no effect and ±100 for the full control effect.

Short keys – A = AmpC inh detg; B = Giardia FBPA inh; C = AmpC no deterg; D = HCV inh; E = HCMV antiviral; F = Sm TGR inh
> O=C(NCc1ccc2c(c1)CCN2C(=O)c1ccc(F)cc1)c1c(F)cccc1F
  A: 8%	B: ·	C: ·	D: ·	E: -11	F: 1%
> Cc1cccc(NC(=S)NN2CCOCC2)c1C
  A: 5%	B: -19%	C: -11%	D: 18%	E: 70	F: ?
> N#CC1(C#N)C(C(=O)C23CC4CC(CC(C4)C2)C3)C12CCOCC2 (configuration not stated)
  A: 4%	B: -1%	C: -6%	D: 8%	E: -7	F: 2%
> Cc1ccc(S(=O)(=O)N/N=C\c2ccc(Cl)c([N+](=O)[O-])c2)cc1
  A: 0%	B: -5%	C: -38%	D: 2%	E: 0	F: ?
> Cc1ccc(NC(=O)C2COc3ccccc3O2)c(C)c1 (configuration not stated)
  A: ?	B: 12%	C: 16%	D: 6%	E: 94	F: -11%
> CC(C)N1CC(O)=C(c2nc3ccccc3c(=O)[nH]2)C1=N
  A: -6%	B: -5%	C: -21%	D: 6%	E: -10	F: 5%
> CC(NC(=O)C1CCCN1S(=O)(=O)c1ccccc1)c1ccccc1 (configuration not stated)
  A: -2%	B: 5%	C: 28%	D: 1%	E: 54	F: 30%
> COc1cc(COCC(O)CN2CCOCC2)cc(OC)c1OC (configuration not stated)
  A: 5%	B: ?	C: -2%	D: 20%	E: 14	F: 8%
> Cc1cc(C)cc(N=C(NO)c2cccc([N+](=O)[O-])c2)c1
  A: -15%	B: -20%	C: -20%	D: 7%	E: ?	F: 7%
> CCN(CC)S(=O)(=O)c1ccc(N2CC(C(=O)NCc3cccnc3)CC2=O)cc1 (configuration not stated)
  A: -8%	B: -8%	C: 4%	D: 9%	E: -36	F: -2%
> O=C1OCC/C1=C\c1ccccc1
  A: -10%	B: -3%	C: -8%	D: -6%[0.335 µM]	E: 51	F: -8%
> O=C(CN1CCN(Cc2ccc(Cl)cc2)C1=O)NCCN1CCCC1
  A: ?	B: 0%	C: 2%	D: -18%[8.37 µM]	E: 18	F: 28%
> Cc1nn(-c2ccccc2)c(N2CCCC2)c1/C=N/NC(=O)c1cccc(S(=O)(=O)Nc2ccc(Cl)cc2)c1
  A: -4%	B: -6%	C: -27%	D: ?	E: -16	F: -9%
> CC(C)OCCCNC(=O)c1c(N)n(Cc2cccs2)c2nc3ccccc3nc12
  A: -8%	B: ?	C: 113%[activator]	D: 10µM*	E: -74*	F: 0%
> NC(=O)c1cn(C2CCCCC2)c2ccccc2c1=O
  A: -5%	B: 14%	C: -11%	D: -10%	E: 19	F: 9%

Of the compounds above, these contain sulfur.
Short keys – A = AmpC inh detg; B = Giardia FBPA inh; C = AmpC no deterg; D = HCV inh; E = HCMV antiviral; F = Sm TGR inh
> Cc1cccc(NC(=S)NN2CCOCC2)c1C
  A: 5%	B: -19%	C: -11%	D: 18%	E: 70	F: ?
> Cc1ccc(S(=O)(=O)N/N=C\c2ccc(Cl)c([N+](=O)[O-])c2)cc1
  A: 0%	B: -5%	C: -38%	D: 2%	E: 0	F: ?
> CC(NC(=O)C1CCCN1S(=O)(=O)c1ccccc1)c1ccccc1 (configuration not stated)
  A: -2%	B: 5%	C: 28%	D: 1%	E: 54	F: 30%
> CCN(CC)S(=O)(=O)c1ccc(N2CC(C(=O)NCc3cccnc3)CC2=O)cc1 (configuration not stated)
  A: -8%	B: -8%	C: 4%	D: 9%	E: -36	F: -2%
> Cc1nn(-c2ccccc2)c(N2CCCC2)c1/C=N/NC(=O)c1cccc(S(=O)(=O)Nc2ccc(Cl)cc2)c1
  A: -4%	B: -6%	C: -27%	D: ?	E: -16	F: -9%
> CC(C)OCCCNC(=O)c1c(N)n(Cc2cccs2)c2nc3ccccc3nc12
  A: -8%	B: ?	C: 113%[activator]	D: 10µM*	E: -74*	F: 0%

Next part:
Short keys – A = AmpC inh detg; B = Giardia FBPA inh; C = AmpC no deterg; D = HCV inh; E = HCMV antiviral; F = Sm TGR inh
> COc1cccc(NC(=O)C2CCCN(c3ncnc4onc(-c5ccc(F)cc5)c34)C2)c1 (configuration not stated)
  A: 8%	B: ·	C: ·	D: ·	E: 1	F: 29%
> CCCNC(=O)c1c(NC(=O)c2ccccc2F)sc2c1CCCCC2
  A: 10%	B: ·	C: ·	D: ·	E: -6	F: 10%
> CCCCCCc1nc(C(N)=O)c2[nH]c(=O)n(-c3ccc(OC)cc3OC)c2n1
  A: -12%	B: -17%	C: 80%[activator]	D: ?	E: ?	F: -4%
> Cc1ccc(C)c(-c2nnc(NC(=O)COc3ccccc3)o2)c1
  A: ?	B: ·	C: -12%	D: 25%	E: -36	F: 4%
> CC(C)Cn1c(=O)c2ccccc2n2c(CCC(=O)N3CCN(c4ccccc4)CC3)nnc12
  A: 26%	B: ·	C: ·	D: ·	E: 3	F: 4%
> COc1ccc(CCCNC(=O)C2CCC(=O)N(Cc3ccccc3F)C2)cc1 (configuration not stated)
  A: 6%	B: ·	C: 80%[activator]	D: -12%	E: 0	F: 5%
> O=C(NCc1csc(-c2cccs2)n1)c1ccsc1
  A: -4%	B: 5%	C: -26%	D: -1%	E: -24	F: -13%
> O=C(c1cnccn1)N(c1ccccc1)C1(C(=O)NC2CCCC2)CCCCC1
  A: 3%	B: -10%	C: 34%	D: 8%	E: -17	F: 8%
> CCOc1ccc(/C(C)=N/NC(=O)Cn2nc([N+](=O)[O-])cc2C)cc1
  A: -10%	B: 3%	C: 1%	D: -5%	E: -3	F: 3%
> CCCCn1c(N)c(N(CCC(C)C)C(=O)COC(=O)c2sccc2C)c(=O)[nH]c1=O
  A: ?	B: ·	C: 2%	D: 13%	E: -23	F: 0%
> CN(Cc1nc2c(s1)CCCC2)C(=O)CCc1nnc(-c2ccccc2)o1
  A: -7%	B: 3%	C: 47%	D: 16%	E: 11	F: ?
> O=S(=O)(c1ccccc1)N(Cc1ccccn1)Cc1ccccn1
  A: 0%	B: -19%	C: -5%	D: 5%	E: ·	F: 5%
> CC(C)Cn1c(N)c(C(=O)CSc2cc(Cl)ccc2Cl)c(=O)n(C)c1=O
  A: ?	B: 0%	C: -19%	D: 4%	E: ·	F: -3%
> CCc1ccc2nc(N3CCC(C(=O)N4CCC5(CC4)OCCO5)CC3)sc2c1
  A: ?	B: 7%	C: 238%[activator]	D: 11µM*	E: ?	F: 5%
> CCC(C)(C)NC(=O)C(c1ccc(OC)cc1)N(C(=O)CCC(=O)Nc1cc(C)on1)c1ccccc1F (configuration not stated)
  A: ?	B: 17%	C: 65%[activator]	D: ?	E: 24	F: 6%
> CC(C)Sc1nc(N)nc(-c2cccs2)c1C#N
  A: -1%	B: 2%	C: ?	D: ?	E: 55	F: ?
> CN1[C@@H]2CC[C@H]1CC(OC(=O)C(O)c1ccccc1)C2 (some centres not stated)
  A: 0%	B: ·	C: -10%	D: 1%	E: -12	F: 4%
> O=C(CSc1ccc(-c2ccc(F)cc2)nn1)NCC1CCCO1 (configuration not stated)
  A: 1%	B: 5%	C: 4%	D: 10%	E: -11	F: 0%
> CCOc1ccc2nc(N3CCC(C(=O)Nc4c(C)cccc4C)CC3)sc2c1
  A: -5%	B: ·	C: ·	D: ·	E: 6	F: -6%
> C=Cn1cc[n+](CC(=O)c2ccc(-c3ccccc3)cc2)c1
  A: -9%	B: -7%	C: 15%	D: ?	E: -63*	F: -7%
> COc1cc(-c2nc3n(n2)C(c2cccc(OC)c2OC)C2=C(CCCC2=O)N3)cc(OC)c1OC (configuration not stated)
  A: ?	B: 1%	C: 73%[activator]	D: 14%	E: 43	F: 4%
> COc1ccc(CCN2CC(C(=O)NCCN3CCOC3=O)CCC2=O)cc1 (configuration not stated)
  A: ?	B: 6%	C: -15%	D: 12%	E: -32	F: -1%
> CCOc1ccc(C2CC(c3cccc(OC)c3)Nc3ncnn32)cc1 (configuration not stated)
  A: -4%	B: 3%	C: 72%[activator]	D: 0%	E: 26	F: 0%
> O=S(=O)(c1ccc(F)cc1)N1CCCCC1c1cccnc1 (configuration not stated)
  A: -2%	B: -26%	C: -26%	D: 14%	E: -6	F: -3%
> COc1ccc2c3c1O[C@H]1C(=O)CC[C@H]4[C@@H](C2)N(C)CC[C@]314
  A: ·	B: 1%	C: -31%	D: 7%	E: 33	F: ·
> COc1ccc(Cl)cc1NC(=O)CN(C)CC(=O)Nc1cccc(S(=O)(=O)N2CCCC2)c1
  A: -5%	B: ·	C: 35%	D: ?	E: -35	F: 3%
> O=C(NCCc1cccs1)c1ccc(Cn2c(SCc3ccc(F)cc3)nc3cccnc32)cc1
  A: 2%	B: ·	C: ·	D: ·	E: 46	F: -12%
> COc1ccc(N2CCN(Cc3csc(C)c3-c3ccc(C)cc3)CC2)cc1
  A: -11%	B: ?	C: 1%	D: ?	E: -68*	F: -18%
> COC(=O)C12CCC3(SCCS3)C(C(=O)OC)(CCC13SCCS3)C2
  A: -10%	B: 6%	C: -10%	D: -4%	E: 38	F: 3%
> COc1ccc(N2CCN(c3ccc(N4C(=O)CC(C)C4=O)cc3[N+](=O)[O-])CC2)cc1 (configuration not stated)
  A: 4%	B: 2%	C: 91%[activator]	D: -17%	E: -90*	F: -4%
> CCCOC(=O)CCCN1C(=O)/C(=C2\SC(=S)N(CCCC(=O)OCCC)C2=O)SC1=S
  A: 0%	B: -21%	C: 48%	D: -14%	E: -31	F: -5%
> CC1CN(S(=O)(=O)c2cccc(C(=O)OC/C(O)=C(\C#N)c3nc4ccccc4[nH]3)c2)CC(C)O1 (configuration not stated)
  A: -15%	B: -29%	C: 0%	D: -5%	E: -5	F: 2%
> COc1ccccc1NC(=O)CC1C(=O)Nc2ccccc2N1C(=O)c1ccccc1 (configuration not stated)
  A: -2%	B: 1%	C: -29%	D: 18%	E: 20	F: -1%
> CNC(=O)n1ccc(C(=O)N2CCCCC2)n1
  A: ?	B: -1%	C: -6%	D: -7%	E: 10	F: 6%
> Cc1c(Cl)cccc1NC(=S)NC1CCN(C(C)C)CC1
  A: -11%	B: 4%	C: -34%	D: -21%	E: -19	F: -7%
> O=C(Nc1ccccc1N1CCOCC1)C1CCN(S(=O)(=O)c2ccccc2F)CC1
  A: -11%	B: 2%	C: 1%	D: -3%	E: -25	F: -14%
> COC(=O)c1nn(-c2cccc(Cl)c2)ccc1=O
  A: ?	B: 3%	C: 0%[2.29 µM]	D: 9%	E: -24	F: -1%
> COC(=O)CSc1nnc(C)n1-c1cccc(OC)c1
  A: -1%	B: 0%	C: -16%	D: 8%	E: 66	F: 39%[activator]
> Cc1ccc(S(=O)(=O)Nc2cc(=O)[nH]c(SCC(=O)Nc3ccccc3Cl)n2)cc1
  A: 1%	B: -5%	C: -27%	D: -20%	E: 2	F: ·
> CC(=O)Nc1ccc2nc(SCc3ccccc3)sc2c1
  A: -5%	B: ·	C: ·	D: ·	E: -6	F: 2%

Screening data as filed in PubChem.
